From PubChem
POLH inh: qHTS for Inhibitors of Polymerase Eta | DNA polymerase eta (Homo sapiens), Q9Y253 | recombinant Pol eta, fluorescent DNA replication assay | Potency, µM (highest dose often 114 µM), for inactives: top-dose activity change, negative = inhibition, most hits filed as inhibitors | 390,000 tested, 1.2% active; further: potency means the concentration at half of the fitted maximal effect; on the % scale 0 is the no-effect control and ±100 the full control effect
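Fluorescent replication assay: 50 nM final substrate added after a 15 min room-temperature compound preincubation with 10 nM enzyme. Signal taken at 0 min and again at 10 min.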
RXFP1 antag: qHTS Assay for Antagonists of the Relaxin Receptor RXFP1 | 350,000 tested, 0.59% active | HEK293-RXFP1, relaxin-stimulated cAMP HTRF, 30 min; active compounds read low | Relaxin receptor 1 (Homo sapiens), Q9HBX9 | AID 1259400, 2018 | activity change, negative = inhibition, % at 57.5 µM;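 active means activity change of -60% or lower, but not beyond a set lower limit; inconclusive means change between -60% and -40%, or beyond the set limit; inactive means change above -40%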; further: on the % scale 0 is the no-effect control and ±100 the full control effect
Target sequence (Q9HBX9 whole entry, looked up): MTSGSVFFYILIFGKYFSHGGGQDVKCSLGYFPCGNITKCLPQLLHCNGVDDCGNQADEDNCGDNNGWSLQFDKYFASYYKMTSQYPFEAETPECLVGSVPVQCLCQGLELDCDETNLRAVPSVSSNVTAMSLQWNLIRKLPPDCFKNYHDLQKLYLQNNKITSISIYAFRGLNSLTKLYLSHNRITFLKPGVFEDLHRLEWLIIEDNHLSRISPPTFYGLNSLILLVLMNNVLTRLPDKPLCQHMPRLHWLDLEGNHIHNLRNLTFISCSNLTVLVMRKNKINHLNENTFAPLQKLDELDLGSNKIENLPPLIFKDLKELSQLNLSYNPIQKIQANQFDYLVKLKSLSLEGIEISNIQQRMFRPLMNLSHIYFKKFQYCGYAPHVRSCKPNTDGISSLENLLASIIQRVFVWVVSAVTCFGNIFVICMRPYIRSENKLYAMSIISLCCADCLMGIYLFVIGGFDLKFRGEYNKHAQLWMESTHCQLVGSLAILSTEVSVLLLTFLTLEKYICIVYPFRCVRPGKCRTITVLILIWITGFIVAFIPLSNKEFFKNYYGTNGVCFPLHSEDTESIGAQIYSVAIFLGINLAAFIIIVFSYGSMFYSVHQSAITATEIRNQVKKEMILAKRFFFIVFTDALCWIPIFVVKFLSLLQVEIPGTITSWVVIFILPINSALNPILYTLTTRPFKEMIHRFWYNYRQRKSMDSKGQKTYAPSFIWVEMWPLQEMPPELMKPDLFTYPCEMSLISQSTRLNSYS
BLM inh: qHTS Assay for Inhibitors of Bloom's syndrome helicase (BLM); Potency, µM (titrated, usually from 56.1 µM), for inactives: at the top dose activity change, negative = inhibition, actives largely listed as inhibitors; RecQ-like DNA helicase BLM (Homo sapiens), P54132; AID 2528, 2010; 350,000 tested, 0.2% active; recombinant BLM DNA unwinding, fluorescence dequenching;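 further: potency means the concentration at half of the fitted maximal effect; plate controls were vehicle for no effect and no enzyme for full effect; nearly all actives have a fitted effect of over 35% in size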
Anesthetic bind: qHTS Assay for Identification of Novel General Anesthetics | Ferritin light chain (Equus caballus), P02791 | apoferritin/1-aminoanthracene competitive binding, fluorescence | 350,000 tested, 0.074% active | Potency, µM (series often up to 77.5 µM), for inactives: top-dose activity change, negative = displacement, most hits filed as inhibitors; further: potency means the concentration at half of the fitted maximal effect; on the % scale 0 is the no-effect control and ±100 the full control effect; nearly all actives have a fitted effect of over 20% in size
Target sequence (P02791 2-175 limits assumed): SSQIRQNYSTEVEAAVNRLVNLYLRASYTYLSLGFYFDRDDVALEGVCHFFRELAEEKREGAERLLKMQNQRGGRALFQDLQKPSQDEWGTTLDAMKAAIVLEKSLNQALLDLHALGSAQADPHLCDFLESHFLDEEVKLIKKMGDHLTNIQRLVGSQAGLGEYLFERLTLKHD
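Horse-spleen apoferritin (10 uM) was mixed with 50% saturated 1-aminoanthracene in PBS, exposed to compounds for 10 min at room temperature, and read for fluorescence (ex 380 nm, em 535 nm). Competitive displacement was fitted with a four-parameter Hill equation.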
POLI inh: qHTS for Inhibitors of Polymerase Iota. 390,000 tested, 1% active. Potency, µM (top dose mostly 115 µM), without a hit: top-dose activity, negative = inhibition, most hits filed as inhibitors. AID 588590, 2011. Pol iota fluorescent replication assay, 10 min. DNA polymerase iota (Homo sapiens), Q9UNA4; further: potency means the concentration at half of the fitted maximal effect
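Pol iota at 10 nM preincubated 15 min with compounds at room temperature; reaction started with fluorescent substrate, 50 nM final. Fluorescence read kinetically at 0 and 10 min; buffer-only wells as negative control.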
PGK inhibitor: qHTS Assay to Find Inhibitors of Phosphoglycerate Kinase; PGK/GAPDH coupled, Kinase-Glo luminescence, 60 min; Potency, µM (highest dose often 57.5 µM), without a hit: at the top dose activity change, negative = inhibition, usual class: inhibitors; 380,000 tested, 0.043% active; further: potency means the concentration at half of the fitted maximal effect; on the % scale 0 is the no-effect control and ±100 the full control effect; nearly all actives have a fitted effect of over 60% in size
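Luminescent ATP detection (Kinase-Glo Plus) follows a 60-minute room-temperature incubation, with wells lacking PGK as controls. Buffer: 100 mM TEA (pH 7.6), 5 mM MgCl2, 0.01% Tween-20. Coupling enzyme GAPDH (100 nM final) supplies unstable 1,3-BPG in-well.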
APEX1 inh: qHTS Assay for Inhibitors of the Human Apurinic/apyrimidinic Endonuclease 1 (APE1); DNA repair nuclease/redox regulator APEX1 (Homo sapiens), P27695; recombinant APE1, TAMRA/BHQ-2 abasic DNA cleavage fluorescence; Potency, µM (highest dose often 65.8 µM), for the others: top-dose activity change, negative = inhibition, actives largely listed as inhibitors; 350,000 tested, 0.35% active; AID 2517, 2012;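 further: potency means the concentration at half of the fitted maximal effect; plate controls were vehicle for no effect and reference inhibitor for full effect; nearly all actives have a fitted effect of over 55% in size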
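Substrate: short duplex with […] THF abasic site, 5'-TAMRA and 3'-BHQ-2, 50 nM final. APE1 at 0.75 nM, preincubated 15 min RT with compound. Fluorescence increase from first to third read measured activity.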
Pol kappa inh: qHTS for Inhibitors of Polymerase Kappa. 400,000 tested, 0.53% active. purified Pol kappa, fluorescent DNA synthesis assay, 10 min. DNA polymerase kappa (Homo sapiens), Q9UBT6. AID 588579, 2011. Potency, µM (doses to about 107 µM), for inactives: at the top dose activity, negative = inhibition, hits mostly inhibitors; further: potency means the concentration at half of the fitted maximal effect; on the % scale 0 is the no-effect control and ±100 the full control effect
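Pol kappa 10 nM + cpd, 15 min RT; start w/ substrate 50 nM final; fluorescence kinetic read, 0 and 10 min. Neg ctrl: buffer, no enzyme.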
Pol beta inh: qHTS Assay for Inhibitors of DNA Polymerase Beta. Pol beta primer extension/strand displacement, fluorescence kinetic. Potency, µM (series often up to 114 µM), without a hit: top-dose activity change, negative = inhibition, most hits filed as inhibitors. 340,000 tested, 1.3% active. AID 485314, 2010; further: potency means the concentration at half of the fitted maximal effect; on the % scale 0 is the no-effect control and ±100 the full control effect
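Kinetic readout of DNA synthesis with strand displacement by Pol beta. Compound and 10 nM enzyme sit 15 min at room temperature; 50 nM substrate starts the reaction, read immediately and at 10 min.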
Numbers without * were called inactive; i = inactive; ? = inconclusive; / = not tested or not shown; & = joins results of further samples; [ ] = remark or other dose. Unless noted, the call rests on the fitted dose curve; in most records, active means well fitted curve in the direction sought with a large enough effect; inconclusive means small, poorly fitted or top-dose-only effect, or another doubt; inactive means no such curve, though single readings can be large; an effect the other way counts as inactive or inconclusive.

entry | POLH inh | RXFP1 antag | BLM inh | Anesthetic bind | POLI inh | PGK inhibitor | APEX1 inh | Pol kappa inh | Pol beta inh | molecule
1 | -13% | -11 | 2% | 0% | 35% | -8% | -1% | -6% | 34% | CC(NC(=O)C1CCN(S(=O)(=O)c2ccc(Br)s2)CC1)c1ccccc1 (stereo not given)
2 | -14% | -3 | -6% | -7% | -22% | -1% | 2% | -2% | 17% | CCOc1cc(/C=N/NC(=O)c2cccnc2)ccc1O
3 | -15% | -1 | 0% | -11% | 20% | -3% | 0% | -4% | 0% | Cc1cc(C)cc(NC(=O)C2CCN(C(=O)[C@@H]3Cc4ccccc4CN3)CC2)c1
4 | 2% | -2 | 0% | -7% | 0% | 2% | -2% | -12% | 14% | O=C(Nc1nnc(COc2ccccc2)s1)c1ccco1
5 | -13% | 10 | 3% | -11% | 25% | -1% | -17% | 8% | -15% | O=C(Nc1ccccc1C(=O)Nc1ccccn1)c1ccccc1F
6 | -24% | -7 | / | / | 51%[activator] | -1% | 4% | -13% | / | COc1ccc(CCNC(=O)COC(=O)/C=C/c2cccc(F)c2)cc1
7 | -12% | -13 | -1% | 2% | 7% | -6% | ? | 2% | 6% | COc1ccc(N2CCN(C(=O)Cc3nn(C)c(=O)c4ccccc34)CC2)cc1
8 | 9% | -13 | -5% | -1% | -13% | -7% | 2% | -7% | 46% | Cn1c(=O)[nH]c(=O)c2c1nc(N1CCCCC1)n2C/C=N/NC(=O)c1cc(Br)ccc1O
9 | 12% | 0 | 3% | -2% | 129%[activator] | 1% | 20% | -19% | 27% | O=C(CCc1nc2ccccc2c(=O)[nH]1)NCc1ccco1
10 | -14% | -11 | -6% | -1% | 4% | 5% | 13% | 0% | 1% | CC(OC(=O)C1=COCCO1)C(=O)Nc1ccc(Oc2ccccc2)cc1 (stereo not given)
11 | -22% | 0 | -10% | -5% | 62%[activator] | 4% | -11% | 4% | 5% | Cc1ccc(-c2ccnc(-c3ccc(O)cc3)n2)cc1
12 | -6% | 7 | 2% | -11% | ? | i | -2% | -6% | 15% | CCOC(=O)c1[nH]c(C)c(C(=O)N(C)Cc2ccccc2)c1C
13 | ? | 3 | -3% | -16% | -186% | 11% | -2% | -120% | 7% | COc1ccc(NC(=O)CCC(=O)c2cccs2)cc1S(=O)(=O)Nc1ccc(Cl)cc1
14 | -15% | / | 0% | -1% | 1% | 2% | 4% | -13% | -14% | CCCN1CCC(=O)N([C@H](CSc2ccc(Br)cc2)Cc2ccccc2)CC1
15 | -5% | -11 | ? | 9% | 17% | i | -3% | -9% | -4% | COc1ccccc1NC(=O)C1=C(C)NC(=O)NC1c1ccccc1[N+](=O)[O-] (stereo not given)
16 | -16% | 16 | 1% | -7% | 9% | -4% | / | -14% | ? | CN(Cc1ccccc1)c1ncnc2c1nc1n2CCCC1
17 | -9% | -9 | -2% | -13% | -2% | 0% | 0% | -10% | -1% | CCOc1ccccc1N(CC(=O)Nc1ccc(C)cc1)S(C)(=O)=O
18 | -4% | 13 | -6% | ? | -2% | -8% | 2% | -8% | 1% | Cc1[nH]nc(SCC(=O)N2CCCCC2)c1[N+](=O)[O-]
19 | -16% | -5 | -2% | -18% | 20% | -2% | 3% | -15% | 1% | O=Cc1ccc(OC(=O)/C=C/c2ccccc2)cc1
20 | 6% | 4 | 1% | 1% | 11% | -7% | -8% | -1% | 0% | CC(=O)C1=C(C)N2CCN=C2S1
21 | -7% | 0 | -8% | -22% | 24% | -7% | 10% | -3% | -23% | Cc1cccc(C(=O)N2CCCC(Nc3ccc(C)c(C)c3)C2)n1 (stereo not given)
22 | -11% | -3 | / | / | 10% | i | 43% | -7% | / | CS(=O)(=O)c1ccc(C(=O)OCC(=O)c2ccc(Cl)s2)cc1
23 | -19% | -2 | 0% | ? | -2% | 3% | / | -13% | 28% | Cc1nc2c3ccccc3nc(NNC(=O)CCC(=O)N3CCN(c4cccc(C(F)(F)F)c4)CC3)n2n1
24 | -9% | 16 | -2% | -12% | -7% | -5% | / | -12% | 1% | COc1ccc(N2CCN(Cc3nc4c(c(=O)[nH]c(=O)n4C)n3Cc3ccccc3)CC2)cc1
25 | -9% | 3 | 0% | 0% | -3% | -4% | 0% | -8% | ? | CCN(CC)CCNC(CC(=O)Nc1ccc(Cl)cc1Cl)C(=O)O (stereo not given)
26 | 8%&-12% | 17 | -6%&0% | -10%&-8% | ? | -3%&-9% | -1% | -5%&-5% | 6%&25% | COc1ccc2oc(-c3ccc(C)c(NC(=O)CSc4ccc(Cl)cc4)c3)nc2c1
27 | -10% | -11 | -3% | -9% | 0% | 0% | / | -11% | -19% | CCc1ccc(OCC(=O)Nc2ccc3c(c2)c2ccccc2n3CC)cc1
28 | -21% | / | / | / | -5% | -5% | 39% | 12% | / | COC(=O)[C@@]12CCCN1[C@H](c1ccc(-c3ccc(Cl)c(Cl)c3)cc1)[C@H]1C(=O)N(C)C(=O)[C@H]12
29 | -17% | -10 | / | / | 20% | -9% | -9% | -8% | / | CSCCC(NC(=O)COc1ccccc1)C(=O)N1CCN(c2ccccc2Cl)CC1 (stereo not given)
30 | -11% | -25 | -1% | -16% | 45%[activator] | i | 77%[activator] | 1% | 18% | CC/C(=N\NC(=O)CNC(=O)/C=C/c1ccc(OC)cc1)c1ccccc1
31 | -4% | 0 | 0% | 0% | ? | -6% | -1% | 7% | 4% | CNC(=O)c1cc2cc(Br)ccc2s1
32 | -10% | -29 | / | / | 5% | -10% | / | -2% | / | COc1ccccc1N(C)S(=O)(=O)c1ccc(C(=O)NCc2ccccc2CN2CCCC2)cc1
33 | -5% | -11 | 3% | -5% | 6% | -1% | / | -5%[60.1 µM] | 28% | COc1cc(NC(=O)C(CCSC)NS(=O)(=O)c2ccc3c(c2)oc(=O)n3C)cc(OC)c1 (stereo not given)
34 | 11% | / | / | / | ? | ? | / | -8% | / | Fc1cccc(CCN2CCNC[C@@H]2Cc2ccccc2)c1
35 | -30% | -11 | -3% | ? | 114%[activator] | 0% | -6% | -4% | -18% | COc1ccc(NC(=O)COC(=O)COc2cccc(Br)c2)cc1OC
36 | 35µM* | / | 2% | -7% | ? | -8% | 3% | ? | 15% | NC(=O)C[C@H]1NC(=O)[C@H](CCC(=O)O)NC(=O)c2cc([N+](=O)[O-])cc(I)c2NCCC[C@@H](C(N)=O)NC1=O
37 | -5% | -8 | -11% | 3% | 8% | -4% | -1% | -8% | 14% | Cc1ccc(S(=O)(=O)N2CCCC2C(=O)NCc2ccccc2Cl)cc1 (stereo not given)
38 | -17% | 12 | -3% | 12% | -7% | i | 4% | -9% | -10% | O=C(NC1CCCC1)C(c1ccccn1)N(C(=O)c1csnn1)C1CC1 (stereo not given)
39 | -11% | -28 | / | / | 20% | -8% | 6% | 2% | / | O=C(/C=C/c1cccs1)NNC(=O)c1cccc([N+](=O)[O-])c1
40 | 6% | 14 | -1% | 83%[activator] | 33%[activator] | 0% | 15% | -22% | 24% | Cc1ccc(C)c(-n2c(=O)c(C#N)cc3c(=O)n4ccccc4nc32)c1

2 records drawn at random from those above:
entry | POLH inh | RXFP1 antag | BLM inh | Anesthetic bind | POLI inh | PGK inhibitor | APEX1 inh | Pol kappa inh | Pol beta inh | molecule
2 | -14% | -3 | -6% | -7% | -22% | -1% | 2% | -2% | 17% | CCOc1cc(/C=N/NC(=O)c2cccnc2)ccc1O
16 | -16% | 16 | 1% | -7% | 9% | -4% | / | -14% | ? | CN(Cc1ccccc1)c1ncnc2c1nc1n2CCCC1

Quoted from above: nos. 36–40
entry | POLH inh | RXFP1 antag | BLM inh | Anesthetic bind | POLI inh | PGK inhibitor | APEX1 inh | Pol kappa inh | Pol beta inh | molecule
36 | 35µM* | / | 2% | -7% | ? | -8% | 3% | ? | 15% | NC(=O)C[C@H]1NC(=O)[C@H](CCC(=O)O)NC(=O)c2cc([N+](=O)[O-])cc(I)c2NCCC[C@@H](C(N)=O)NC1=O
37 | -5% | -8 | -11% | 3% | 8% | -4% | -1% | -8% | 14% | Cc1ccc(S(=O)(=O)N2CCCC2C(=O)NCc2ccccc2Cl)cc1 (stereo not given)
38 | -17% | 12 | -3% | 12% | -7% | i | 4% | -9% | -10% | O=C(NC1CCCC1)C(c1ccccn1)N(C(=O)c1csnn1)C1CC1 (stereo not given)
39 | -11% | -28 | / | / | 20% | -8% | 6% | 2% | / | O=C(/C=C/c1cccs1)NNC(=O)c1cccc([N+](=O)[O-])c1
40 | 6% | 14 | -1% | 83%[activator] | 33%[activator] | 0% | 15% | -22% | 24% | Cc1ccc(C)c(-n2c(=O)c(C#N)cc3c(=O)n4ccccc4nc32)c1

(listing goes on)
entry | POLH inh | RXFP1 antag | BLM inh | Anesthetic bind | POLI inh | PGK inhibitor | APEX1 inh | Pol kappa inh | Pol beta inh | molecule
41 | -18% | -20 | -6% | 3% | 59%[activator] | i | -3% | 1% | 8% | CNC(=O)c1ccccc1Sc1ccccc1CO
42 | -3% | 4 | 1% | -7% | -54% | 0% | 1% | -1% | 1% | Cc1cccc(OCCCC(=O)NC(C)C)c1
43 | -11% | / | 2% | -12% | 5% | -7% | 1% | -1% | 20% | O=C(CN1CCN(CCC(=O)Nc2ccccc2F)CC1)Nc1ccc(Cl)cc1
44 | -9% | -27 | -9% | 35%[activator] | -2% | 0% | -8% | -18% | -1% | CCOC(=O)/C=c1\s/c(=C\c2c(OC)ccc3ccccc23)c(=O)n1CC(=O)NCC1CCCO1 (stereo not given)

Not all compounds are listed. The share of hits here may be higher or lower than overall.
